Assay outcomes as filed in PubChem BioAssay.
TIM10 inh – growth inhibitors of TIM10 yeast strain; S. cerevisiae TIM10 strain growth, BacTiter-Glo luminescence, 24 h; inhibition, % at 10 µM; actives 1.4% (n = 330,000);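 active means inhibition of 40% or more at the single tested concentration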;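 further: wild-type TIM10 isogenic control strain grown at permissive 25 °C; 0% = DMSO yeast wells and 100% = minimal medium wells without yeast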
UPR CHOP act – apoptotic UPR (CHOP) activation | CHO-CHOP luciferase reporter, luminescence; percent of tunicamycin response over DMSO baseline | activation, % at 10 µM | actives 0.34% (n = 330,000) | AID 449763;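 active means at 10 µM dose, activation of 40% or more, normalized to positive control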;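 further: 100% = tunicamycin at 10 µg/mL and 0% = DMSO alone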
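Assay system: CHO cells with stable CHOP pathway luciferase reporter; Buffer or medium: F12 plus 10% serum; Times: 16-18 h cell attachment, then 6 h compound exposure, 37 °C; Signal: luciferase luminescence; Read-out basis: percent activation relative to tunicamycin control; Control set: tunicamycin high control, DMSO low control.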
tim23-1 inh – growth inhibitors of tim23-1 mutant yeast; AID 463212; actives 1.3% (n = 330,000); S. cerevisiae tim23-1 growth, BacTiter-Glo luminescence, 24 h; inhibition, % at 20 µM;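 active means growth inhibition of the mutant yeast at or above 50%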;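 further: temperature-sensitive mutant grown at 25 °C; plate controls were DMSO-treated mutant yeast for no effect and medium wells lacking yeast for full effect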
Jurkat NFkB inh – lowers PMA/ionomycin-induced NF-kB signal in Jurkat cells. PMA/ionomycin-induced NF-kB luciferase reporter, luminescence. inhibition, % at 4 µM. actives 0.53% (n = 330,000); in the data active means inhibition above about 50%
697 NFkB inh – inhibitors of the PMA/ionomycin-induced NF-kB reporter in 697 B cells | 697 B-cell NF-kB luciferase reporter, 16 h | inhibition, % at 4 µM | actives 0.33% (n = 330,000); in the data active means inhibition above about 35%
Mdm2-MdmX inh – disrupts the human Mdm2-MdmX interaction. SaOS-2 split-luciferase Mdm2/MdmX complementation, luminescence. inhibition, % at 8 µM. actives 3% (n = 330,000);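 active means inhibition of at least 50% at 8 µM in the primary screen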
Target sequence (O15151 whole entry, looked up): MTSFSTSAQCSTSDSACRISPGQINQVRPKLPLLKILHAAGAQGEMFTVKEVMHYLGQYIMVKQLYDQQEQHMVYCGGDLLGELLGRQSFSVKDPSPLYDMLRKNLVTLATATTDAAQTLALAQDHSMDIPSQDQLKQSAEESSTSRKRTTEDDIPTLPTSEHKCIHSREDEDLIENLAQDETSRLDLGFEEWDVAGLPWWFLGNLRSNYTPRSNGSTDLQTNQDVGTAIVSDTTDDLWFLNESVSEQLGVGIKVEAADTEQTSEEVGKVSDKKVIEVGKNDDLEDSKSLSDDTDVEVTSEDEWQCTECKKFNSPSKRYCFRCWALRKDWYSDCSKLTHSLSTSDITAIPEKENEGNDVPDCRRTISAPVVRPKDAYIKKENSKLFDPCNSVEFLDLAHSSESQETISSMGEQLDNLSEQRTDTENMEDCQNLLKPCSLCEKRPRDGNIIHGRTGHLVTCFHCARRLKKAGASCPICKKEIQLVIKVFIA
Target sequence (Q00987 whole entry, looked up): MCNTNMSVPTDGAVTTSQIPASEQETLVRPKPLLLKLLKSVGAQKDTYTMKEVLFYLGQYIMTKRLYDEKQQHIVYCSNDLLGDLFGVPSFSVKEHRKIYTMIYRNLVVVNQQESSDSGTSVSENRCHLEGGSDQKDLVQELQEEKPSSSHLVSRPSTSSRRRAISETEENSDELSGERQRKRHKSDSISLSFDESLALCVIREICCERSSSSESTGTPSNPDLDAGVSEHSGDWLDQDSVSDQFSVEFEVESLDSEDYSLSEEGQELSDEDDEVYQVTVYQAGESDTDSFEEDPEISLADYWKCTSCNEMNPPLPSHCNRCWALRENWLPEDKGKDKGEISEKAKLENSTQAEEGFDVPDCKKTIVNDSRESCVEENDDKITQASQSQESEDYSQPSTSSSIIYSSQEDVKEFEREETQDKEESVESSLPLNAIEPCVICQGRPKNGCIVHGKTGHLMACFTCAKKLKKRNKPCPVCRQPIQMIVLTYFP
tim10-1 inh – growth inhibitors of tim10-1 mutant yeast. inhibition, % at 20 µM. S. cerevisiae tim10-1 ts strain growth, BacTiter-Glo, 24 h. actives 2.2% (n = 330,000);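 active means inhibition of at least 40%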;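 further: mutant grown at 25 °C; 0% = DMSO wells with yeast and 100% = wells holding no yeast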
XBP1 UPR activ – adaptive UPR (XBP1) activation; CHO-XBP1 luciferase reporter, IRE1-XBP1 UPR activation, luminescence; percent of tunicamycin response, DMSO as zero; activation, % at 20 µM; actives 0.33% (n = 330,000);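 active means versus positive control, 20 µM dose yields 30% or more activation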;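 further: 100% = tunicamycin at 10 µg/mL and 0% = DMSO only wells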
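Material: CHO cell line with stable XBP1 luciferase reporter; buffer or medium: F12 medium containing 10% fetal bovine serum; compound: single point, 20 µM final compound, 1% DMSO; incubation: 6 h treatment, 37 °C; measured by: glow luminescence from Steady-Glo reagent; evaluation: activation, % of tunicamycin; control set: tunicamycin high, DMSO low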
An asterisk follows results filed as active.

A first look, two compounds:
Values run as follows: TIM10 inh	UPR CHOP act	tim23-1 inh	Jurkat NFkB inh	697 NFkB inh	Mdm2-MdmX inh	tim10-1 inh	XBP1 UPR activ
> CCOC(=O)C1CCN(C(c2cc(OC)c(OC)c(OC)c2)c2sc3nc(C)nn3c2O)CC1 (stereo not drawn)
  -12	2.5	8	7	8	36	6	0
> Cc1c(NC(=O)C(C)OC(=O)c2cccnc2Cl)c(=O)n(-c2ccccc2)n1C (stereo not drawn)
  0	-0.2	16	11	3	8	4	0

Results, from the start:
Values run as follows: TIM10 inh	UPR CHOP act	tim23-1 inh	Jurkat NFkB inh	697 NFkB inh	Mdm2-MdmX inh	tim10-1 inh	XBP1 UPR activ
> CCOC(=O)C1CCN(C(c2cc(OC)c(OC)c(OC)c2)c2sc3nc(C)nn3c2O)CC1 (stereo not drawn)
  -12	2.5	8	7	8	36	6	0
> Cc1c(NC(=O)C(C)OC(=O)c2cccnc2Cl)c(=O)n(-c2ccccc2)n1C (stereo not drawn)
  0	-0.2	16	11	3	8	4	0
> NS(=O)(=O)c1ccc2nc(NC(=O)CS(=O)(=O)c3ccc(F)cc3)sc2c1
  1	-1.1	-17	-13	0	19	1	-2
> CCC(CO)Oc1cc(NCc2ccccc2F)c2ncn(C(C)C)c2c1 (stereo not drawn)
  5	0.9	25	6	-7	-3	15	4
> Cc1ccc(S(=O)(=O)Nc2ccc3nc(-c4cccn4C)[nH]c3c2)cc1
  23	1.1	16	-5	21	30	3	-2
> COc1cc(OC)cc(-c2cc(N3C(=O)Nc4ccccc4N3O)n[nH]2)c1
  7	1.4	10	-2	8	-3	7	-2
> CCc1nc(SCC(=O)c2cc(C)ccc2C)n[nH]1
  3	-1.8	20	-17	5	5	26	0
> CCOC(=O)C1CCCN(C(=S)NC2CCCCC2)C1 (stereo not drawn)
  11	-1.7	29	-4	-11	-1	13	-3
> Cc1nc2cc(-c3ccccc3)ccc2o1
  -8	2.8	9	-30	-21	5	-1	5
> COC(=O)c1cc(C(=O)OC)n(Cc2ccc(C)cc2)c1C
  11	0.1	9	-1	19	-9	11	0
> Cc1ccc(NC(=S)N2CCN(c3nccc(C(F)(F)F)n3)CC2)c(C)c1
  10	0.1	9	-6	-15	-17	7	-1
> CC(=O)N(CCOc1ccccc1)CCOc1ccccc1
  8	3.7	13	3	-15	-24	18	4
> Cc1ccccc1-n1c(C)nnc1SC(C)C(=O)NCC1CCCO1 (stereo not drawn)
  0	2.4	10	-1	11	2	2	0
> CC(C)=C[C@H]1C[C@H](C)[C@H]2CC[C@H](C)c3c(O[C@@H]4OC[C@@H](O)[C@H](O)C4O)c(O)c(C)c1c32 (stereo partly drawn)
  3	-0.4	26	-8	-38	-4	11	5
> O=C(CCc1ccccc1)Nc1ncc([N+](=O)[O-])s1
  21	0.2	36	-48	-10	-54	46*	2
> CC(C)CC(NC(=O)CC12CC3CC(CC(C3)C1)C2)C(=O)NC1=NCCS1 (stereo not drawn)
  28	-0.7	26	-4	7	-9	39	-1
> CC(=O)Nc1ccc(NS(=O)(=O)c2ccc(C)cc2)c([N+](=O)[O-])c1
  10	-1.3	16	4	1	20	10	-3
> Cc1ccc(S(=O)(=O)N2CCN(C(=O)Cn3c(=O)cnc4ccccc43)CC2)c(C)c1
  -1	1.1	1	14	18	12	-7	-3
> O=C(CO/N=C/c1ccccc1Cl)N1CCCc2ccccc21
  21	0.1	37	3	6	10	10	-3
> COc1ccccc1C1=Nn2c(COc3ccccc3)nnc2SC1
  -10	4.1	24	0	5	12	16	3
> Cc1ccc(NC(=O)C(=O)NCc2ccc(/C=C(/C#N)C(=O)NCc3cccnc3)o2)cc1
  0	1.4	1	1	18	6	5	-2
> COC(=O)c1c(C)oc2ccc(N(C(=O)c3ccncc3)S(=O)(=O)c3ccc4ccccc4c3)cc12
  28	4.5	37	-5	-29	42	29	-2
> O=C(NCc1ccccc1F)C1CCCN(S(=O)(=O)N2CCOCC2)C1 (stereo not drawn)
  -1	-1.6	-6	7	0	13	0	-2
> O=P(c1ccccc1)(c1ccccc1)c1ccc(O)cc1
  -4	0.9	10	-3	1	-10	13	-2
> CCn1c(=N)n(CCOc2ccc(OC)cc2)c2ccccc21
  4	-0.9	11	-10	-60	14	11	-1
> O=C(NCCc1cn2ccccc2n1)C1CCCCC1
  2	4.0	-3	-12	-6	-10	-18	3
> Cc1cccc(C(=O)NCCC(=O)Nc2ccc(C)c(F)c2)c1
  0	0.9	-1	-4	-3	-4	-50	2
> Cc1c(S(=O)(=O)c2ccccn2)c(N)n(Cc2ccccc2)c1C
  17	0.5	9	-5	-4	-1	-17	-3
> c1ccc(-n2c(SCc3nc(-c4cccs4)no3)nnc2-c2ccco2)cc1
  17	0.1	25	-13	-50	35	21	-3
> C[C@H](CO)N1C[C@H](C)[C@@H](CN(C)CC2CCCCC2)Oc2c(NC(=O)C3CC3)cccc2C1=O
  0	-1.3	15	-9	5	3	14	-1
> CCCCSC1(SCCCC)N=C(N)C2(C#N)C(c3ccccc3)NC(C)=CC12C#N (stereo not drawn)
  -2	0.2	12	-13	-2	15	8	-4
> CCC(C(=O)NCCN1CCOCC1)n1nc(C)n2c(cc3sccc32)c1=O (stereo not drawn)
  -6	6.4	13	-3	-7	29	11	1
> O=C(N/N=C/c1ccccc1C(=O)O)c1ccc(COc2cccc3cccnc23)cc1
  7	0.4	6	6	0	5	4	-2
> O=C(Nc1cc(Br)ccc1O)C1CC(c2c(F)cccc2Cl)=NO1 (stereo not drawn)
  24	0.2	38	-1	11	9	21	-2
> O=C(C1CCC1)N1CCc2cc(S(=O)(=O)Nc3ccc4c(c3)OCCO4)ccc21
  12	4.2	1	21	-41	-25	12	-3
> CC(C)(C)[C@@H]1COC(=O)[C@H](Cc2ccc(F)cc2)CC/C=C\C[C@@H](CC(=O)NCCO)C(=O)N1
  0	-0.2	0	-3	-11	-1	0	1
> COc1ccc(-n2c(N)c(C(=O)NCc3ccco3)sc2=S)cc1
  -29	0.0	-19	5	5	-7	0	0
> O=C(NC(Cc1c[nH]c2ccccc12)C(=O)Nc1ccc(F)cc1)c1cccs1 (stereo not drawn)
  6	-1.0	13	-6	-129	86*	6	-2
> Cc1nc(Cl)sc1C(=O)Nc1ccc(Cl)cc1
  -5	4.5	5	4	-23	-9	1	2
> CC(=O)Cn1c(CN2CCN(C(=O)c3ccco3)CC2)nc2c1c(=O)n(C)c(=O)n2C
  7	2.3	2	-13	-23	-27	6	-4
> CCOC(=O)C(=O)Nc1ccccc1C(N)=O
  12	-0.1	2	-10	-4	-14	10	0
> CCSC1=C(C#N)C(c2ccccc2Cl)C(C(=O)c2cccs2)C(O)(C(F)(F)F)N1 (stereo not drawn)
  14	-1.8	39	-9	3	44	32	0
> COc1ccccc1C(=O)Nc1ccc(C(=O)O)cc1
  12	-1.0	14	9	-5	1	-4	-1
> O=C(COC(=O)CCCc1nc2ccccc2s1)NC(=O)NCc1ccco1
  -4	0.8	18	4	21	-5	31	-1
> CCC1(C)Cc2c(sc3c2c(=O)n(-c2ccccc2)c(=O)n3C)CO1 (stereo not drawn)
  -13	-4.3	17	-17	-7	17	-2	-2
> CCn1nc(C)c(CNC(=O)CC2C(=O)NCCN2Cc2ccc(C)o2)c1C (stereo not drawn)
  -3	-0.4	-3	4	12	16	12	1
> Brc1ccc(/C=N/Nc2ncnc3c2cnn3Cc2ccccc2)cc1
  21	1.1	-8	-11	-16	95*	0	17
> CCOC(=O)/C(C#N)=C/C1=C(N2CCOCC2)CC(C)(C)OC1
  6	-1.0	4	10	22	4	3	0
> O=C(c1cccs1)N1CCN=C1SCc1ccc(Cl)cc1
  12	0.0	14	-11	8	21	15	-2
> COc1ccc(-c2nn(-c3ccccc3)cc2C(=O)Nc2nccs2)cc1OC
  3	-1.3	33	-4	0	33	23	-2
> COc1ccc(C(=O)N/C(=C/c2ccco2)C(=O)N2CCCCCC2)cc1
  22	0.3	38	2	-32	18	19	-2
> CC1CN(S(=O)(=O)c2cccs2)CC(C)O1 (stereo not drawn)
  0	-1.5	-12	-4	-3	-2	-9	-1
> CCOc1cc(C(=O)OC(C)C(=O)Nc2ccc(NC(C)=O)cc2)ccc1OCC(=O)N1CCCCC1 (stereo not drawn)
  -6	2.0	5	2	6	10	4	-3
> COCCNC(=O)C(c1ccc(C)o1)N(C(=O)c1snc(C(N)=O)c1N)c1ccc(C)c(C)c1 (stereo not drawn)
  -4	1.4	18	8	0	-8	-4	-3
> CC1CCCCN1S(=O)(=O)c1ccc(N(C(=O)c2cnccn2)C(C(=O)NC2CCCCC2)c2cccs2)cc1 (stereo not drawn)
  5	-1.5	17	-4	15	3	3	-3
> COc1ccccc1CCc1nnc(CCC(=O)NC(C)Cc2ccsc2)o1 (stereo not drawn)
  5	-0.7	8	-8	12	-5	18	0
> O=C(Nc1ccccc1C(=O)Nc1ccc(F)cc1)c1ccco1
  10	-0.2	8	-1	13	-2	11	-8
> CCS(=O)(=O)N1CCCC(C(=O)NCc2cccnc2)C1 (stereo not drawn)
  -13	-2.0	14	1	19	-17	10	-1
> CCC(C)NC(=O)[C@H]1N2C(=O)c3c(ccc(OC)c3OC)C2SC1(C)C (stereo partly drawn)
  15	3.0	2	12	18	-3	0	1
> CCCC(=O)NC(c1ccccc1Cl)c1ccc2cccnc2c1O (stereo not drawn)
  -22	15	50*	63*	-5	87*	4	1
> O=C(CSc1nc(N2CCOCC2)nc(N2CCOCC2)n1)Nc1cccc(C(F)(F)F)c1
  1	-0.2	-10	-13	-14	20	-5	-1
> COCCn1c(SCC(=O)Nc2cc(C)on2)nnc1C(C)C
  10	1.4	-3	16	11	3	-17	2

Ordered by SMILES length (falling): 3 of the compounds above
Values run as follows: TIM10 inh	UPR CHOP act	tim23-1 inh	Jurkat NFkB inh	697 NFkB inh	Mdm2-MdmX inh	tim10-1 inh	XBP1 UPR activ
> CCC(C)NC(=O)[C@H]1N2C(=O)c3c(ccc(OC)c3OC)C2SC1(C)C (stereo partly drawn)
  15	3.0	2	12	18	-3	0	1
> O=C(c1cccs1)N1CCN=C1SCc1ccc(Cl)cc1
  12	0.0	14	-11	8	21	15	-2
> CCOC(=O)C(=O)Nc1ccccc1C(N)=O
  12	-0.1	2	-10	-4	-14	10	0
